Screening results (PubChem BioAssay)
PME-1 primary – PME-1 (human) inhibition | inhibition, % at 5.9 µM | AID 2130 | recombinant PME-1, FP-Rh probe fluorescence polarization | 320,000 tested, 0.53% active | Q9Y570;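 active means inhibition above the campaign mean of all compounds plus 3 SD, cut at about 26% in these data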;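 further: competitive labeling of PME-1 active site by serine hydrolase directed probe; 0% = PME-1 with DMSO and 100% = wells lacking PME-1 enzyme; inhibitors block probe labeling so polarization falls and inhibition rises; many of its hits are not listed in these tables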
PAD4 FP inh – PAD4 (human) enzyme inhibition | Q9UM07 | recombinant PAD4, RCA probe fluorescence polarization | inhibition, % at 6.36 µM | 330,000 tested, 0.41% active | AID 485272;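 active means percent inhibition above a cutoff equal to the mean of all tested compounds plus 3 SD, cut at about 15% in these data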;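 further: 0% = PAD4 with RCA probe and DMSO and 100% = probe without PAD4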
PREPL inhibitor – inhibits the human prolyl oligopeptidase-like enzyme | recombinant PREPL, fluorescence polarization activity-based probe | inhibition, % at 5.96 µM | 320,000 tested, 0.68% active | AID 2751; in the data active means inhibition above about 43%;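 further: 0% = enzyme with DMSO and 100% = wells lacking enzyme; many of its hits are not listed in these tables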
PAFAH1B3 inh – PAFAH1B3 (human) inhibition; Q15102; recombinant PAFAH1B3, FP-rhodamine probe, fluorescence polarization; inhibition, % at 3.39 µM; 340,000 tested, 0.28% active; AID 492972;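 active means inhibition above the screen-wide average of all tested compounds plus 3 SD, cut at about 25% in these data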;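 further: 0% = enzyme with DMSO only and 100% = wells lacking PAFAH1B3 protein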
Target sequence (Q15102 whole entry, looked up): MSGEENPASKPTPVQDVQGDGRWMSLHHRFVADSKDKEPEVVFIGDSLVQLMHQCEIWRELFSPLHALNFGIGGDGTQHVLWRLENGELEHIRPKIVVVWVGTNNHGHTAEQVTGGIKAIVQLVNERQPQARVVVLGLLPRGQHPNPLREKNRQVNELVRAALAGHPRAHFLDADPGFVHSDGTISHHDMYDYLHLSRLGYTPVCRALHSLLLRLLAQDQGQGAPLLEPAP
LYPLA1 inh – blocks human lysophospholipase 1, a PME1 counter-screen; O75608; recombinant LYPLA1, FP-Rh probe fluorescence polarization; inhibition, % at 5.9 µM; 320,000 tested, 0.16% active; AID 2174;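 active means inhibition above the mean of all tested compounds plus 3 SD, set per campaign, cut at about 14% in these data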;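 further: inhibitors block serine hydrolase probe labeling of LYPLA1 so polarization falls; 0% = enzyme with DMSO and 100% = wells lacking LYPLA1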
Target sequence (O75608 whole entry, looked up): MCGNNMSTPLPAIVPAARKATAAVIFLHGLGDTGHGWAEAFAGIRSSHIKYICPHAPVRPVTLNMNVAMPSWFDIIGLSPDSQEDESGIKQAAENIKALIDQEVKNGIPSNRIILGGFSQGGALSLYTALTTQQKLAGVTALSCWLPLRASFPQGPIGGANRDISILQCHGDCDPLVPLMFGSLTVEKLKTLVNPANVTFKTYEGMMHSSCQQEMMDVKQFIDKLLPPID
pPAFAH FP inh – inhibitors of human plasma PAF acetylhydrolase (pPAFAH) | AID 463082 | 330,000 tested, 1.5% active | inhibition, % at 3.39 µM | Q13093 | recombinant pPAFAH, FP-rhodamine probe fluorescence polarization;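 active means inhibition above the mean inhibition across the screen plus 3 SD, cut at about 25% in these data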;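 further: inhibitors block binding of the rhodamine activity-based probe so polarization drops; 0% = enzyme with DMSO and 100% = wells lacking pPAFAH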
PAFAH1B2 inh – PAFAH1B2 (human) inhibition; P68402; recombinant PAFAH1B2, FP-rhodamine activity probe, fluorescence polarization; inhibition, % at 3.39 µM; 340,000 tested, 1.2% active; AID 492953;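 active means inhibition above the mean of all tested compounds plus 3 SD, cut at about 24% in these data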;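 further: 0% = enzyme with DMSO and 100% = wells lacking PAFAH1B2; many of its hits are not listed in these tables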
Target sequence (P68402 whole entry, looked up): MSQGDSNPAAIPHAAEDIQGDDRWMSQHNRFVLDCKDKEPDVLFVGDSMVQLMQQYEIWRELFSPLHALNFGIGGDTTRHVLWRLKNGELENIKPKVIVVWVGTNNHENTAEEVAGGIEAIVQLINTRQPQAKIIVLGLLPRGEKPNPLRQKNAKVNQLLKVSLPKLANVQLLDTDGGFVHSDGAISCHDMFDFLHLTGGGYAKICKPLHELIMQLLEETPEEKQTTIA
LYPLA2 counter – counter-screen for PME1 inhibitors: inhibitors of human LYPLA2; O95372; recombinant LYPLA2, FP-Rh probe fluorescence polarization; inhibition, % at 5.9 µM; 320,000 tested, 0.38% active; AID 2177;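 active means inhibition above the screen-wide mean plus 3 SD, limit set per campaign, cut at about 26% in these data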;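 further: 0% = LYPLA2 with DMSO and 100% = wells lacking LYPLA2 enzyme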
Target sequence (O95372 whole entry, looked up): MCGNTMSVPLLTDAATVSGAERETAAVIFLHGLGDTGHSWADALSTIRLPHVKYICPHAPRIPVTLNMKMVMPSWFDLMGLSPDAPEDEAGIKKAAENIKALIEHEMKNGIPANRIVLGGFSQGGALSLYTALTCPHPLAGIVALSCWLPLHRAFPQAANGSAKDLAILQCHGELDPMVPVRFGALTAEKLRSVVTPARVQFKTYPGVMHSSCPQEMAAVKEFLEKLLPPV
GSTO1 inh – counter-screen for RBBP9 inhibitors: inhibitors of human GSTO1 | 300,000 tested, 1.1% active | inhibition, % at 5.96 µM | P78417 | recombinant GSTO1, activity-based probe fluorescence polarization;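 active means inhibition above the campaign mean inhibition plus 3 SD, cut at about 35% in these data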;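 further: 0% = GSTO1-1 with DMSO and 100% = wells lacking GSTO1-1 enzyme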
* marks the source's active call; other numbers are inactive results. These rows are one share of the data (hit frequency here may not be typical).

Screening COc1ccc(N(CC(O)CN2CCOCC2)S(=O)(=O)c2ccc(C)cc2)cc1 (centres undefined) returned PME-1 primary -6, PAD4 FP inh 1, PREPL inhibitor 4, PAFAH1B3 inh 3, LYPLA1 inh -5, pPAFAH FP inh -5, PAFAH1B2 inh 1, LYPLA2 counter -6 and GSTO1 inh 7.
CCCCN(C)CC(O)Cn1cc(/C=C/C(=O)c2ccc(C)cc2)c2ccccc21 (centres undefined) was read as PME-1 primary 2, PAD4 FP inh 1, PREPL inhibitor 45*, PAFAH1B3 inh 5, LYPLA1 inh -5, pPAFAH FP inh 0, PAFAH1B2 inh 4, LYPLA2 counter 6 and GSTO1 inh 5.
O=C(CS(=O)(=O)Cc1ccccc1)Nc1ccc(S(=O)(=O)N2CCCCCC2)cc1 was read as PME-1 primary -6, PAD4 FP inh 1, PREPL inhibitor 14, PAFAH1B3 inh 2, LYPLA1 inh -1, pPAFAH FP inh -3, PAFAH1B2 inh 10, LYPLA2 counter -2 and GSTO1 inh -4.
For NS(=O)(=O)c1ccc(N2C(=O)C(=O)/C(=C(/O)c3ccccc3)C2c2ccc(Cl)cc2)cc1 (centres undefined) the results were PME-1 primary -6, PAD4 FP inh -2, PREPL inhibitor 20, PAFAH1B3 inh 3, LYPLA1 inh 0, pPAFAH FP inh 2, PAFAH1B2 inh -1, LYPLA2 counter 5 and GSTO1 inh 6.
Screening CCCNC(=O)N[C@@H](CCSC)C(=O)OC returned PME-1 primary 1, PAD4 FP inh 1, PREPL inhibitor 7, PAFAH1B3 inh 0, LYPLA1 inh -1, pPAFAH FP inh 4, PAFAH1B2 inh 0, LYPLA2 counter -3 and GSTO1 inh 1.
Cn1c(COc2ccccc2)nnc1SCC(=O)Nc1ccc(S(N)(=O)=O)cc1 was read as PME-1 primary 2, PAD4 FP inh 2, PREPL inhibitor 4, PAFAH1B3 inh -4, LYPLA1 inh -2, pPAFAH FP inh 6, PAFAH1B2 inh 1, LYPLA2 counter 0 and GSTO1 inh -1.
For CCC(=NCCc1c(C)[nH]c2ccccc12)C1=C(O)CC(c2ccccc2)CC1=O (centres undefined) the results were PME-1 primary 8, PAD4 FP inh 1, PREPL inhibitor 19, PAFAH1B3 inh 3, LYPLA1 inh 7, pPAFAH FP inh 2, PAFAH1B2 inh 0, LYPLA2 counter 3 and GSTO1 inh -4.
Screening CC(C)Cc1ccc(C(C)NC(=O)Cc2ccc(S(=O)(=O)N3CCOCC3)s2)cc1 (centres undefined) returned PME-1 primary 0, PAD4 FP inh 3, PREPL inhibitor 3, PAFAH1B3 inh 1, LYPLA1 inh 2, pPAFAH FP inh 30*, PAFAH1B2 inh 4, LYPLA2 counter -1 and GSTO1 inh -4.
`Cc1c2c(nc3ccccc13)CC(C)(C)CC2=O` gave PME-1 primary 1, PAD4 FP inh -8, PREPL inhibitor 5, PAFAH1B3 inh 1, LYPLA1 inh -2, pPAFAH FP inh -2, PAFAH1B2 inh 1, LYPLA2 counter -4 and GSTO1 inh 0.
For CCN(CC)C(=O)C1c2ccccc2Oc2ccccc21 the results were PME-1 primary 70*, PAD4 FP inh 80*, PREPL inhibitor 54*, PAFAH1B3 inh 16, LYPLA1 inh 58*, pPAFAH FP inh 39*, PAFAH1B2 inh 4, LYPLA2 counter 72* and GSTO1 inh 44*.

Next part; it opens with the two that closed the last part.
`Cc1c2c(nc3ccccc13)CC(C)(C)CC2=O` gave PME-1 primary 1, PAD4 FP inh -8, PREPL inhibitor 5, PAFAH1B3 inh 1, LYPLA1 inh -2, pPAFAH FP inh -2, PAFAH1B2 inh 1, LYPLA2 counter -4 and GSTO1 inh 0.
For CCN(CC)C(=O)C1c2ccccc2Oc2ccccc21 the results were PME-1 primary 70*, PAD4 FP inh 80*, PREPL inhibitor 54*, PAFAH1B3 inh 16, LYPLA1 inh 58*, pPAFAH FP inh 39*, PAFAH1B2 inh 4, LYPLA2 counter 72* and GSTO1 inh 44*.
`COCCN(Cc1ccccc1)C(=O)c1ccc(C(=O)c2ccccc2)cc1` gave PME-1 primary 1, PAD4 FP inh -3, PREPL inhibitor 19, PAFAH1B3 inh 16, LYPLA1 inh 1, pPAFAH FP inh 11, PAFAH1B2 inh 2 and LYPLA2 counter -7.
Screening CN(C)Cc1c(O)ccc2c1O/C(=C\C=C\c1ccccc1)C2=O returned PME-1 primary 1, PAD4 FP inh 0, PREPL inhibitor 41, PAFAH1B3 inh 4, LYPLA1 inh -1, pPAFAH FP inh 7, PAFAH1B2 inh 6, LYPLA2 counter -2 and GSTO1 inh 10.
`Cc1cc(C)c(C#N)c(SCc2[nH]nc3c2C(c2ccc(F)cc2)C(C#N)=C(N)O3)n1` (centres undefined) gave PME-1 primary 12, PAD4 FP inh -3, PREPL inhibitor 15, PAFAH1B3 inh -4, LYPLA1 inh -2, pPAFAH FP inh 2, PAFAH1B2 inh 1, LYPLA2 counter 40* and GSTO1 inh 22.
Cc1c(C(=O)OC/C(O)=C(\C#N)c2nc3ccccc3[nH]2)oc2ccc(Br)cc12 was read as PME-1 primary 8, PAD4 FP inh -6, PREPL inhibitor 10, PAFAH1B3 inh 4, LYPLA1 inh -1, pPAFAH FP inh 4, PAFAH1B2 inh 4, LYPLA2 counter 5 and GSTO1 inh 10.
`COc1ccc(S(=O)(=O)N2CCC(C(=O)N3CCCCC3)CC2)cc1Cl` gave PME-1 primary 3, PAD4 FP inh 0, PREPL inhibitor -4, PAFAH1B3 inh -8, LYPLA1 inh 1, pPAFAH FP inh 8, PAFAH1B2 inh -3, LYPLA2 counter 2 and GSTO1 inh 2.
COc1ccc2nc(SCC(=O)O)nc(C)c2c1 was read as PME-1 primary -5, PAD4 FP inh -7, PREPL inhibitor 3, PAFAH1B3 inh 13, LYPLA1 inh -1, pPAFAH FP inh -6, PAFAH1B2 inh 2, LYPLA2 counter -4 and GSTO1 inh 10.
COc1ccccc1CNC(=O)c1ccc(NC(=O)CC2SC(N3CCCC3)=NC2=O)cc1 (centres undefined) was read as PAD4 FP inh 0, PREPL inhibitor 10, PAFAH1B3 inh 15, pPAFAH FP inh 4 and PAFAH1B2 inh 7.
`Cc1ccc(CSCC(=O)NCc2cccnc2)cc1` gave PME-1 primary -2, PAD4 FP inh -4, PREPL inhibitor 10, PAFAH1B3 inh 2, LYPLA1 inh 3, pPAFAH FP inh 3, PAFAH1B2 inh -3, LYPLA2 counter 3 and GSTO1 inh 10.
`CCOC(=O)[C@@H]1[C@H]2COc3ccc(Br)cc3[C@H]2N2C(=O)N(c3ccc(Cl)cc3)C(=O)[C@]12C` gave PAD4 FP inh 2, PREPL inhibitor -79, PAFAH1B3 inh 7, pPAFAH FP inh 1 and PAFAH1B2 inh 3.
`C=CCn1c(C)cc(C(=O)COC(=O)C2CC(=O)N(CCc3ccc(OC)c(OC)c3)C2)c1C` (centres undefined) gave PME-1 primary 3, PAD4 FP inh -6, PREPL inhibitor 12, PAFAH1B3 inh 7, LYPLA1 inh 1, pPAFAH FP inh 13, PAFAH1B2 inh 1, LYPLA2 counter 1 and GSTO1 inh -5.
For Cc1nc2ccc(NC(=O)N(C(C)C)C(C)C)cc2s1 the results were PME-1 primary 4, PAD4 FP inh 2, PREPL inhibitor 4, PAFAH1B3 inh 8, LYPLA1 inh 10, pPAFAH FP inh 0, PAFAH1B2 inh 6, LYPLA2 counter 2 and GSTO1 inh 6.
Screening CN1C(=O)C(=O)N(CC(=O)Nc2ccccc2OC(F)F)C1=O returned PME-1 primary -8, PAD4 FP inh 1, PREPL inhibitor -2, PAFAH1B3 inh 1, LYPLA1 inh -1, pPAFAH FP inh 0, PAFAH1B2 inh 6 and LYPLA2 counter -2.
For CCCCCCCCCS(=O)(=O)N/N=C/c1cccc([N+](=O)[O-])c1 the results were PME-1 primary 1, PAD4 FP inh -1, PREPL inhibitor 4, PAFAH1B3 inh 11, LYPLA1 inh -1, pPAFAH FP inh 21, PAFAH1B2 inh 28*, LYPLA2 counter 3 and GSTO1 inh 12.
For CCCCC(=O)OCc1c(-c2ccccc2)ncc2ccccc12 the results were PME-1 primary 2, PAD4 FP inh -3, PREPL inhibitor -2, PAFAH1B3 inh 2, LYPLA1 inh 2, pPAFAH FP inh 4, PAFAH1B2 inh -1 and LYPLA2 counter -2.
For CCOC(=O)c1sc(Nc2cccc(C)c2C)nc1C the results were PME-1 primary 0, PAD4 FP inh 4, PREPL inhibitor 43, LYPLA1 inh 2, pPAFAH FP inh 8, LYPLA2 counter 4 and GSTO1 inh 2.
Screening COC(=O)[C@@H](NC(=O)O[C@@H]1C(=O)c2cc(Br)ccc2O[C@H]1c1cccc(OC)c1)C(C)C returned PME-1 primary -3, PAD4 FP inh 5, PREPL inhibitor 8, LYPLA1 inh 0, pPAFAH FP inh 5, LYPLA2 counter 6 and GSTO1 inh 6.
`CC(NS(=O)(=O)c1ccc(OCC(=O)Nc2cccc([N+](=O)[O-])c2)cc1)c1ccccc1` (centres undefined) gave PME-1 primary 11, PAD4 FP inh 0, PREPL inhibitor 12, PAFAH1B3 inh 5, LYPLA1 inh -3, pPAFAH FP inh 10, PAFAH1B2 inh 5, LYPLA2 counter -6 and GSTO1 inh -3.
`O=C(Nc1cscc1S(=O)(=O)c1ccc(Cl)cc1)c1ccccc1Cl` gave PME-1 primary 6, PAD4 FP inh 1, PREPL inhibitor -2, LYPLA1 inh -4, pPAFAH FP inh -6, LYPLA2 counter -9 and GSTO1 inh 5.
O=C(C/C=N\OCc1ccc([N+](=O)[O-])cc1)Nc1ccc(Br)cc1 was read as PME-1 primary 3, PAD4 FP inh 8, PREPL inhibitor 9, PAFAH1B3 inh -2, LYPLA1 inh -4, pPAFAH FP inh 4, PAFAH1B2 inh 10, LYPLA2 counter 2 and GSTO1 inh 6.
For Cc1ccc(NC(=O)c2oc3ccccc3c2NC(=O)C2CC2)cc1 the results were PME-1 primary -8, PAD4 FP inh 0, PREPL inhibitor -5, PAFAH1B3 inh 11, LYPLA1 inh -3, pPAFAH FP inh 1, PAFAH1B2 inh 3, LYPLA2 counter 4 and GSTO1 inh 4.
For Cc1ccc(-n2nc(C)c(C(=O)Nc3cccc(C(=O)NC4CC4)c3)n2)c(C)c1 the results were PME-1 primary 4, PAD4 FP inh -3, PREPL inhibitor 19, PAFAH1B3 inh 10, LYPLA1 inh -7, pPAFAH FP inh -1, PAFAH1B2 inh 5 and LYPLA2 counter -2.
For COCCn1c(COc2ccc(Cl)cc2)nnc1SCC(N)=O the results were PME-1 primary -1, PAD4 FP inh 2, PREPL inhibitor 4, PAFAH1B3 inh -3, LYPLA1 inh 1, pPAFAH FP inh 5, PAFAH1B2 inh 4, LYPLA2 counter 3 and GSTO1 inh -2.
COC(=O)C1=C[C@@H](C(=O)OC)[C@@H]2C3=C(C(=O)[C@]2(C)NC(=O)c2ccccc2)[C@H](C)n2c(=O)n(C)c(=O)n2[C@@H]3C1 was read as PME-1 primary -7, PAD4 FP inh 2, PREPL inhibitor -4, PAFAH1B3 inh 4, LYPLA1 inh -1, pPAFAH FP inh 2, PAFAH1B2 inh -2, LYPLA2 counter -4 and GSTO1 inh -1.
COc1ccc(NS(=O)(=O)c2ccc(-c3ccccn3)s2)cc1 was read as PME-1 primary 3, PAD4 FP inh 6, PREPL inhibitor -11, LYPLA1 inh -2, pPAFAH FP inh 22, LYPLA2 counter -4 and GSTO1 inh 5.
Cc1cc(=O)c(C(=O)O)cn1-c1ccc(C(C)C)cc1 was read as PME-1 primary 1, PAD4 FP inh 0, PREPL inhibitor 11, PAFAH1B3 inh 4, LYPLA1 inh 0, pPAFAH FP inh 5, PAFAH1B2 inh -4, LYPLA2 counter 5 and GSTO1 inh -5.
